# Source: PubChem BioAssay (several laboratories)
# IDE act = activators of human insulin-degrading enzyme in cells | AID 493087 | P14735 | 340,000 compounds, 0.073% hits | activation, % at 5.96 µM | HEK cells, FAbeta-B cleavage, fluorescence polarization; 0% vehicle, 100% cell-free pure enzyme wells;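 active means activation above the mean of all tested compounds plus 3 SD, set per screening campaign, cut at about 17% in these data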
# Target sequence (P14735 whole entry, looked up): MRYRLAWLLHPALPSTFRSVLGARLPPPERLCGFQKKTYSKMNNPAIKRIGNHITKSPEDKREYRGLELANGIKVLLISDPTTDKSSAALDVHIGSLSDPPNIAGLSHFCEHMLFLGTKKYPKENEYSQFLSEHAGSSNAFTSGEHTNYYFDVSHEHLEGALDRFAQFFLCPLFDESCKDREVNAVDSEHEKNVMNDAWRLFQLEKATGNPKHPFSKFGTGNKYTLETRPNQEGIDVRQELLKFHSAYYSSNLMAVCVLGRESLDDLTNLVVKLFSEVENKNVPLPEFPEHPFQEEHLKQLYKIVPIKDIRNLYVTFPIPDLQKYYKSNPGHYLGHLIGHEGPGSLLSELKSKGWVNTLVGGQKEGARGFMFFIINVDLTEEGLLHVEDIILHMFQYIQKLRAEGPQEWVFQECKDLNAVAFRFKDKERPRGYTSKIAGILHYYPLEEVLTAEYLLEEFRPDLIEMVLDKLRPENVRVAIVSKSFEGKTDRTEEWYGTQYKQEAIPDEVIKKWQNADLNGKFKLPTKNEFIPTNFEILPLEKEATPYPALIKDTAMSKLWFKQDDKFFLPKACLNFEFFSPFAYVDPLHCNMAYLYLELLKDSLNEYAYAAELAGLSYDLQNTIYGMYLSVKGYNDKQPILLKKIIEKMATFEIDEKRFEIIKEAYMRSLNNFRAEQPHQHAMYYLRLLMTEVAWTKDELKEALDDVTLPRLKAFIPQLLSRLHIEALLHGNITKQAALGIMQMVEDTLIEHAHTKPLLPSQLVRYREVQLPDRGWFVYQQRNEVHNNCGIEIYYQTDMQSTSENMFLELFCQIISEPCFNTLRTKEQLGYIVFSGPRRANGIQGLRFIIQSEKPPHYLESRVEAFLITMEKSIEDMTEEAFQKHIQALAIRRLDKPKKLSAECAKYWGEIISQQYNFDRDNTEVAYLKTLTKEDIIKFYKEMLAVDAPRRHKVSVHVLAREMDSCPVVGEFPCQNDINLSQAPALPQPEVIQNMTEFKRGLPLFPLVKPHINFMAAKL
# GPR7 antagonist = antagonists of human GPR7 (neuropeptides B/W receptor 1); P48145; GPR7-expressing cells, fluorescence antagonist assay; inhibition, % at 4.4 µM; 290,000 compounds, 1.1% hits; AID 1861; in the data active means inhibition above about 16%, passing the limit was not always enough;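 further: cells stimulated with the agonist NPW; 0% = agonist with vehicle and 100% = vehicle without agonist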
# pCIP destab = lowers stability of the mouse p/CIP coactivator protein; F442A p/CIP-EGFP cells, EGFP fluorescence, 16 h; 290,000 compounds, 0.01% hits; Q05BA5; decrease of EGFP signal, % at 10 µM; AID 1984;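 active means EGFP signal decrease of at least 30% at 10 µM or well 3 SD below plate mean, unless failing retest; inactive means the rest, including hits failing retest or dose response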; further: some compounds called inactive have numbers as strong as hits; many of its hits are not listed in these tables
# VIM-2 inhibitor = blocks Pseudomonas aeruginosa VIM-2 metallo-beta-lactamase | purified VIM-2, nitrocefin hydrolysis, epi-absorbance fluorescence | inhibition, % at 5.6 µM | 290,000 compounds, 0.89% hits | AID 1527;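 active means inhibition above the mean of all tested compounds plus 3 SD, cutoff set per screening run, cut at about 7.5% in these data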;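 further: red hydrolysis product quenches plate fluorescence so inhibitors raise well fluorescence; 0% = enzyme with DMSO and 100% = DMSO without enzyme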
# IDE inh = inhibits human insulin-degrading enzyme in HEK cells; inhibition, % at 5.59 µM; 320,000 compounds, 0.41% hits; FAbetaB cleavage, fluorescence polarization;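 active means percent inhibition above the average of all tested compounds plus 3 SD, set per screening campaign, cut at about 16% in these data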;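 further: IDE supplied by intact live HEK cells; FP after avidin binding of uncleaved biotin substrate so inhibition keeps polarization high; 0% = DMSO wells and 100% = 60 µM reference IDE inhibitor Ii1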
# IMP-1 inh = inhibitors of Pseudomonas aeruginosa IMP-1 metallo-beta-lactamase. purified IMP-1, nitrocefin hydrolysis, epi-absorbance fluorescence. inhibition, % at 5.6 µM. 290,000 compounds, 0.45% hits;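 active means inhibition above the mean plus 3 SD of all compounds in the same screening run, cut at about 4.5% in these data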;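 further: 0% = IMP-1 with DMSO and 100% = DMSO wells lacking enzyme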
#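 System: purified IMP-1; amount: IMP-1 0.2 nM before substrate addition; compound: single dose, 5.6 µM; times: 25 °C, 15 min preincubation, 25 min reaction; signal: Epi-absorbance via hydrolysed-nitrocefin quenching of white-plate fluorescence, 480/530 nm, EDTA stop; benchmarks: DMSO with and without IMP-1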
# PfM18AAP inh = blocks P. falciparum M18 aspartyl aminopeptidase; recombinant PfM18AAP, H-Glu-NHMec fluorogenic cleavage; 290,000 compounds, 1.2% hits; inhibition, % at 7.35 µM;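 active means inhibition above the campaign mean inhibition over all tested compounds plus 3 SD, cut at about 28% in these data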;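 further: 0% = plate median of test compound wells and 100% = 2 mM ZnCl2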
# NALP1 inh = NALP1 inhibition. S. cerevisiae NALP1/ASC/caspase-1 growth, X-gal OD620, 72 h. inhibition, % at 10 µM. 280,000 compounds, 0.61% hits. AID 2071; in the data active means inhibition mostly above about 24%, no sharp cut-off; inactive means mostly below about 32%; further: some compounds called inactive have numbers as strong as hits
# PHOSPHO1 inh = inhibitors of human PHOSPHO1 phosphatase; recombinant PHOSPHO1, absorbance phosphatase assay; inhibition, % at 13.3 µM; 290,000 compounds, 1.1% hits; AID 1565; in the data active means inhibition above about 60%
# * hit, by the source's call; · = not tested or not shown.
# Start of the listing, in advance, 3 compounds:
# Every second line gives: IDE act	GPR7 antagonist	pCIP destab	VIM-2 inhibitor	IDE inh	IMP-1 inh	PfM18AAP inh	NALP1 inh	PHOSPHO1 inh
COCCCn1c(=N)c(C(=O)NCC2CCCO2)cc2c(=O)n3cccc(C)c3nc21 (stereo not drawn)
→ 1	-1	5	2.3	4	1.5	1	6	-6
NC(=O)Cn1ccc(O)c(Cc2ccc(Cl)cc2Cl)c1=O
→ 1	-7	-7	-3.2	3	-5.8	-12	13	24
O=C(CCCn1c(=O)c2sccc2n(Cc2ccc(F)cc2)c1=O)NCc1ccco1
→ -2	26	4	-2.0	5	-0.6	5	30	14

# All compounds of this part (from the top)
# Every second line gives: IDE act	GPR7 antagonist	pCIP destab	VIM-2 inhibitor	IDE inh	IMP-1 inh	PfM18AAP inh	NALP1 inh	PHOSPHO1 inh
COCCCn1c(=N)c(C(=O)NCC2CCCO2)cc2c(=O)n3cccc(C)c3nc21 (stereo not drawn)
→ 1	-1	5	2.3	4	1.5	1	6	-6
NC(=O)Cn1ccc(O)c(Cc2ccc(Cl)cc2Cl)c1=O
→ 1	-7	-7	-3.2	3	-5.8	-12	13	24
O=C(CCCn1c(=O)c2sccc2n(Cc2ccc(F)cc2)c1=O)NCc1ccco1
→ -2	26	4	-2.0	5	-0.6	5	30	14
CCCCN(C(=S)SC)C1CCS(=O)(=O)C1 (stereo not drawn)
→ ·	-10	-9	-3.5	6	-0.5	1	-7	12
CCC(=O)NC(=S)NNC(=O)c1ccccc1[N+](=O)[O-]
→ 1	-9	1	-1.2	-5	-3.4	3	-5	65*
COc1ccc(C2CC(c3ccccc3)=NN2C(=S)Nc2ccccc2)cc1 (stereo not drawn)
→ 9	-18	-21	-2.3	2	-2.1	-1	-8	27
O=C(NCc1ccc2c(c1)OCO2)c1ccc(CN2CCc3ccccc3C2)cc1
→ 0	3	-8	-2.9	-1	0.1	4	-17	7
O=C(NCc1ccccc1)C(c1ccncc1)N(C(=O)c1ccccn1)c1ccccc1 (stereo not drawn)
→ 8	-5	-8	-0.6	3	-0.7	-2	20	59
O=C(C1CC12CCCC2)N1CCC(CO)(Cc2ccccc2Cl)CC1 (stereo not drawn)
→ 5	6	-10	-0.4	1	-2.1	2	-6	52
COc1cccc(C(C(=O)NC2CCCCC2)N(C(=O)c2ccco2)c2ccccc2OC)c1 (stereo not drawn)
→ 4	13	6	-2.0	0	-1.6	3	0	46

# (next part)
# Every second line gives: IDE act	GPR7 antagonist	pCIP destab	VIM-2 inhibitor	IDE inh	IMP-1 inh	PfM18AAP inh	NALP1 inh	PHOSPHO1 inh
CCn1cc(/C=C(\NC(=O)c2ccc(OC)c(OC)c2)C(=O)N2CCOCC2)c2ccccc21
→ 5	3	-9	-5.3	7	-2.8	-1	-1	44
COc1ccc(C(=O)NCCSCc2ccccc2C)cc1
→ 3	-1	-4	-0.6	-1	-2.3	7	28	35
CCn1c(COc2cc(C)cc(C)c2)nnc1SCC(=O)N1CCN(c2ccccc2)CC1
→ -11	-4	-8	-1.4	2	-2.0	-11	-2	73*
Cn1c(CCN2CCN(c3ccccn3)CC2)nc2cc(NS(=O)(=O)c3ccc(Cl)cc3)ccc21
→ 0	-2	4	-4.9	6	-1.8	-1	12	-9
CC1=C(C)C(OCCBr)N(c2cc(O)c(Cl)cc2F)C1=O (stereo not drawn)
→ -2	17	4	0.7	-2	-0.1	-5	20	28
C=CCN(CC=C)C(=O)C[n+]1ccc(C(N)=O)cc1
→ 0	-14	-4	-3.3	2	-2.4	3	-6	24
O=S(=O)(c1cccs1)N1CCN(c2ccccc2)CC1
→ 5	-2	-7	-0.7	3	-1.6	-3	10	18
CC(c1ccccc1)n1c(CO)nc2ccccc21 (stereo not drawn)
→ 0	-9	-2	-2.0	-2	-2.2	2	8	·
CC1=NOC(=O)/C1=C\c1ccc(-c2cc(Cl)ccc2Cl)o1
→ -3	0	-12	-2.0	3	-2.5	24	3	11
Cc1cc(NC(=O)c2cccnc2)ccc1NC(=O)c1cc2ccccc2o1
→ -5	9	1	0.6	0	-1.0	0	17	34

# The list continues.
# Every second line gives: IDE act	GPR7 antagonist	pCIP destab	VIM-2 inhibitor	IDE inh	IMP-1 inh	PfM18AAP inh	NALP1 inh	PHOSPHO1 inh
Cc1ccccc1-n1c(O)c(/C=N/N2CCCCC2c2cccnc2)c(=O)[nH]c1=O (stereo not drawn)
→ 1	11	-2	-2.6	-2	-0.7	-7	21	5
COC(=O)CSc1nc2c(c(-c3ccco3)c1C#N)CCCC2
→ -1	-8	-13	-0.8	1	-0.9	3	9	9
COc1ccccc1N=CC=C1OC(C)(C)C(C)(C)O1
→ -3	-8	4	-2.0	-6	0.5	0	-6	-15
C=CCn1c(SCC(=O)Nc2ccccc2C)nnc1-c1ccncc1
→ 2	-12	-4	-2.5	6	-6.0	-1	10	-39
CC(CCc1ccccc1)NC(=O)C(=O)NCCc1ccccc1 (stereo not drawn)
→ 1	3	-15	-3.7	7	-2.2	-1	24	-8
Cc1ccc(N2CC(C(=O)Nc3nnc(SCC(N)=O)s3)CC2=O)cc1 (stereo not drawn)
→ 6	-6	-40	-2.3	-2	-0.9	1	3	24
CCN1CCN(c2ncc(C(=O)Nc3cc(Cl)c(OC)cc3OC)c3ccccc23)CC1
→ 1	-12	-4	-0.4	·	-1.5	-3	3	-24
CCc1ccc(NC(=O)CCS(=O)(=O)c2ccc(Cl)cc2)cc1
→ 3	19	-2	-0.4	-1	-0.9	-3	20	39
COC(=O)Nc1nnc(COc2cccc(C)c2)s1
→ -3	5	0	-2.6	1	-4.7	-1	-5	-7
COc1cccc(C(=O)Nc2cc(NC(=O)c3cccs3)ccc2C)c1
→ 4	-12	-3	-2.1	6	-3.0	3	14	9

# The listing continues.
# Every second line gives: IDE act	GPR7 antagonist	pCIP destab	VIM-2 inhibitor	IDE inh	IMP-1 inh	PfM18AAP inh	NALP1 inh	PHOSPHO1 inh
CC(=C\c1ccccc1)/C=C1/SC(=S)N(CCC(=O)O)C1=O
→ 4	24	-2	4.6	4	3.5	-2	18	-10
Cc1ccc2cccc(SCC(=O)N3CCOCC3)c2n1
→ -3	11	-12	-0.6	-1	-1.4	-1	3	-36
O=C(Nc1ccc(N2CCOCC2)c(Cl)c1)c1cc2ccccc2o1
→ -2	1	7	-2.1	7	-0.3	0	14	-12
CN(C)S(=O)(=O)c1cccc(NC(=S)N/N=C/C(=O)c2ccccc2)c1
→ 1	-8	-4	1.7	5	-2.2	30*	1	2
CC1(c2ccccc2)NC(=O)N(CCN2C(=O)c3ccccc3C2=O)C1=O (stereo not drawn)
→ 0	-13	-1	-2.8	-3	-3.2	1	16	19
CCOC(=O)COn1c(=O)c(-c2ccc(F)cc2)[n+]([O-])c2ccccc21
→ 4	-7	-6	-1.4	·	-1.6	-12	4	31
O=C(Nc1ccc(F)cc1F)N1CCCC(c2nc(-c3ccc(F)cc3)no2)C1 (stereo not drawn)
→ 2	-3	-15	-1.3	1	-2.8	-8	5	37
Cn1c(Cc2ccccc2)nnc1SCC(=O)Nc1ccccc1N1CCOCC1
→ 5	9	7	-4.2	10	-3.1	1	36	18
O=C(Cc1ccc([N+](=O)[O-])cc1)NCc1ccncc1
→ -3	-12	8	-4.0	0	-2.9	6	-3	8
Cn1cccc1CC(=O)NNC(=S)NC(=O)c1ccccc1Br
→ 2	1	-6	-2.6	1	-6.4	18	-9	-137

# Part of the list above, set out differently:
mol | IDE act | GPR7 antagonist | pCIP destab | VIM-2 inhibitor | IDE inh | IMP-1 inh | PfM18AAP inh | NALP1 inh | PHOSPHO1 inh
COC(=O)Nc1nnc(COc2cccc(C)c2)s1 | -3 | 5 | 0 | -2.6 | 1 | -4.7 | -1 | -5 | -7
COc1cccc(C(=O)Nc2cc(NC(=O)c3cccs3)ccc2C)c1 | 4 | -12 | -3 | -2.1 | 6 | -3.0 | 3 | 14 | 9
CC(=C\c1ccccc1)/C=C1/SC(=S)N(CCC(=O)O)C1=O | 4 | 24 | -2 | 4.6 | 4 | 3.5 | -2 | 18 | -10

# Next compounds follow.
# Every second line gives: IDE act	GPR7 antagonist	pCIP destab	VIM-2 inhibitor	IDE inh	IMP-1 inh	PfM18AAP inh	NALP1 inh	PHOSPHO1 inh
CCCc1cc(=O)[nH]c(SCC(=O)Nc2cc(C)on2)n1
→ 3	2	-55	1.5	2	-1.2	-19	0	11
OC1(Cc2cc(-c3ccccc3)no2)CCN(CCCc2ccccc2)CC1
→ -3	-13	-11	-1.9	1	-2.9	3	19	36
Cc1cccc(Nc2nc(OCC#N)nc(N(C)C)n2)c1
→ -3	-20	0	0.1	2	-3.4	-1	10	24
COc1ccc(CN(C(=O)COc2ccc(C)c(C)c2)C2CCS(=O)(=O)C2)cc1OC (stereo not drawn)
→ 2	-4	2	-3.9	2	-2.9	1	1	23
OCCN(Cc1ccccc1)CC(O)COc1ccc(-c2ccccc2)cc1 (stereo not drawn)
→ -4	18	5	-2.2	5	-3.5	1	-5	-1
COc1ccc(-c2ncccc2OC(=O)C23CC4CC(CC(C4)C2)C3)cc1
→ 1	-21	4	-1.1	0	-3.0	0	37	6
Cc1cc2c(cc1C)N(Cc1ccccc1)C1=NCCCN12
→ 7	24*	-12	8.9*	4	-4.4	3	16	48
